KRASV12 cytotoxicity: viability loss of HPDE-C7K cells – cell-based, fluorescence, HTS, primary screen (AID 431); hit rate 1.7% among 63,000; HPDE-C7K KRASV12 cells, Alamar Blue viability, 48 h; higher % means a stronger effect; cytotoxicity, % at 10 µM; hits with a dose series show EC50 in µM;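 active = compounds whose percent cytotoxicity in the single-dose primary screen, scaled between solvent and toxic-drug controls, exceeds 50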;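 also: 0% = DMSO solvent wells and 100% = doxorubicin-treated wells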
Bfl-1 inhibitors: Bfl-1 inhibitors, primary screen, biochemical, fluorescence polarization, FITC-Bid, mouse (AID 432). hit rate 0.02% among 64,000. one-dose displacement, % at 20 µM; IC50 in µM for titrated hits. FITC-Bid BH3 peptide fluorescence polarization displacement; higher % means a stronger effect; in the data active = a potency from the dose series; inactive = the rest, 99 in 100 with displacement below about 15%; also: strong numbers were not always called active
DPM-DC inhibit: inhibitors of Streptococcus pneumoniae diphosphomevalonate decarboxylase; purified DPM-DC, PK/LDH coupled NADH fluorescence; calls only at 10 µM; hit rate 0.49% among 65,000;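 active = the 320 compounds with the highest percent inhibition in the single-dose primary screen, excluding strongly autofluorescent ones, cut at about 32% in these data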;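 also: kinetic rate of NADH fluorescence loss reporting ADP formed by the decarboxylase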
Spn PMK inh: S. pneumoniae PMK inhibition; AID 539; purified PMK, PK/LDH-coupled NADH absorbance 340 nm; inhibition, % at 10 µM; hit rate 0.49% among 65,000;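 active = top-ranked compounds by inhibition in the single 10 µM screen, taking a fixed number of the strongest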;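 also: 0% = full reaction with DMSO carrier and 100% = background rate without enzyme reaction; no value below 0 was filed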
Alkaline phosphatase: human TNAP enzyme inhibitors, biochemical, luminescent (AID 518) | purified TNAP enzyme, luminescent substrate readout; higher % means a stronger effect | inhibition, % at 20 µM, or IC50 in µM where a hit was titrated | hit rate 0.09% among 64,000; in the data active = a potency from the dose series; inactive = the rest, 99 in 100 with inhibition below about 22%;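 also: plate controls were vehicle for no effect and reference inhibitor for full effect; many of its hits are not listed in these tables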
HT1080 cytotoxicity: cytotoxicity in HT1080 fibrosarcoma cells, cell-based, fluorescence readout (AID 620); HT1080 viability, fluorescence; higher % means a stronger effect; one-dose cytotoxicity, % at 10 µM; EC50 in µM for titrated hits; hit rate 0.42% among 87,000;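 also: cells exposed to compound overnight then 4 h with Alamar Blue; 0% = vehicle DMSO and 100% = killing control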
Spn MK inh: inhibitors of Streptococcus pneumoniae mevalonate kinase | purified MK, PK/LDH-coupled NADH absorbance 340 nm | inhibition, % at 10 µM | hit rate 0.48% among 65,000;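 active = ranked among the strongest by inhibition in the single 10 µM screen, a fixed top-ranked set picked for dose follow-up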; also: no value below 0 was filed
HPDE-C7 viability: cytotoxicity in HPDE-C7 cells, cell-based, fluorescence, HTS (AID 430); one-dose cytotoxicity, % at 10 µM; EC50 in µM for titrated hits; HPDE-C7 pancreatic duct cells viability, fluorescence; higher % means a stronger effect; hit rate 1.8% among 63,000;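 also: cells exposed to compound for 48 hours before viability readout; 0% = vehicle and 100% = reference cytotoxic drug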
LYP inhibition: LYP phosphatase inhibitors, primary screen, biochemical, DiFMUP fluorescence, recombinant catalytic domain, 10 µM (AID 606); 52,000 tested, under 10 active; recombinant LYP catalytic domain, DiFMUP fluorescence; higher % means a stronger effect; inhibition, % at 10 µM; hits with a dose series show IC50 in µM;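 active = IC50 under 40 µM in the dose-response test; inactive = IC50 of 40 µM or more, or never dose-tested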
Spn PMK inh pilot replicates: also measured in Spn PMK inh; calls as there; inhibition, %; measured here: pilot screen replicates
Spn MK inh pilot replicates: recorded beside Spn MK inh, whose call it bears; inhibition, %; measured here: pilot screen replicates
DPM-DC inhibit pilot screen %: also measured in DPM-DC inhibit; calls as there; inhibition, %; measured here: pilot screen trials
Starred values were filed as active, the others as inactive; i = inactive; / = not tested or not shown; + = active, no number. Rule as the data show it, unless noted: active = cytotoxicity above about 50%; inactive = the rest.

The first 7 compounds (preview)
SMILES	KRASV12 cytotoxicity	Bfl-1 inhibitors	DPM-DC inhibit	Spn PMK inh	Alkaline phosphatase	HT1080 cytotoxicity	Spn MK inh	HPDE-C7 viability	LYP inhibition	others
Cc1nnc(SCC(=O)NCc2ccc(Cl)cc2)[nH]c1=O	2.2%	-2.0%	i	8.0	9.0%	-1.6%	1.0	-1.4%	0.2%
CC12C(=O)N(CCC(=O)O)C(=O)C1C1C=CC2C1 (stereo not given)	16.5%	4.4%	i	9.0	19.9%	0.5%	1.0	16.8%	8.5%	Spn PMK inh pilot replicates=4.5;Spn MK inh pilot replicates=1.5;DPM-DC inhibit pilot screen %=0.0
COc1ccc(NC(=O)C2CSC3c4ccccc4C(=O)N23)cc1 (stereo not given)	7.3%	0.7%	i	0.0	10.1%	-4.4%	4.0	8.3%	3.6%
C=CCn1c(=O)c2ccccc2n2c(SCC(=O)c3ccccc3)nnc12	-1.2%	-4.8%	i	10.0	10.1%	-5.4%	5.0	4.4%	1.7%
CCCC(c1nnnn1Cc1ccc(OC)cc1)N1CCN(c2ccccc2)CC1 (stereo not given)	9.6%	-4.3%	i	9.0	16.4%	3.6%	7.0	-4.3%	22.6%
COc1ccc(S(=O)(=O)CCC(=O)O)cc1	-25.3%	2.4%	i	15.0	5.9%	-2.9%	6.0	-27.9%	13.1%	Spn PMK inh pilot replicates=0.0;Spn MK inh pilot replicates=0.0;DPM-DC inhibit pilot screen %=2.5
Cc1ccc(N(CC(O)CN2CCOCC2)S(=O)(=O)c2ccc3ccccc3c2)cc1 (stereo not given)	-4.2%	-2.0%	i	4.0	11.1%	4.2%	10.0	-8.4%	5.1%

Results, from the start:
SMILES	KRASV12 cytotoxicity	Bfl-1 inhibitors	DPM-DC inhibit	Spn PMK inh	Alkaline phosphatase	HT1080 cytotoxicity	Spn MK inh	HPDE-C7 viability	LYP inhibition	others
Cc1nnc(SCC(=O)NCc2ccc(Cl)cc2)[nH]c1=O	2.2%	-2.0%	i	8.0	9.0%	-1.6%	1.0	-1.4%	0.2%
CC12C(=O)N(CCC(=O)O)C(=O)C1C1C=CC2C1 (stereo not given)	16.5%	4.4%	i	9.0	19.9%	0.5%	1.0	16.8%	8.5%	Spn PMK inh pilot replicates=4.5;Spn MK inh pilot replicates=1.5;DPM-DC inhibit pilot screen %=0.0
COc1ccc(NC(=O)C2CSC3c4ccccc4C(=O)N23)cc1 (stereo not given)	7.3%	0.7%	i	0.0	10.1%	-4.4%	4.0	8.3%	3.6%
C=CCn1c(=O)c2ccccc2n2c(SCC(=O)c3ccccc3)nnc12	-1.2%	-4.8%	i	10.0	10.1%	-5.4%	5.0	4.4%	1.7%
CCCC(c1nnnn1Cc1ccc(OC)cc1)N1CCN(c2ccccc2)CC1 (stereo not given)	9.6%	-4.3%	i	9.0	16.4%	3.6%	7.0	-4.3%	22.6%
COc1ccc(S(=O)(=O)CCC(=O)O)cc1	-25.3%	2.4%	i	15.0	5.9%	-2.9%	6.0	-27.9%	13.1%	Spn PMK inh pilot replicates=0.0;Spn MK inh pilot replicates=0.0;DPM-DC inhibit pilot screen %=2.5
Cc1ccc(N(CC(O)CN2CCOCC2)S(=O)(=O)c2ccc3ccccc3c2)cc1 (stereo not given)	-4.2%	-2.0%	i	4.0	11.1%	4.2%	10.0	-8.4%	5.1%
NS(=O)(=O)c1ccc(CNC(=O)NC2(c3ccccc3)CC2)cc1	-7.7%	-2.9%	i	2.0	3.0%	0.8%	0.0	-13.7%	9.2%
Cc1ccccc1N1CCN(c2ncnc3c2cnn3Cc2ccc(Cl)cc2)CC1	/	-2.8%	i	5.0	1.9%	0.5%	0.0	/	-0.6%
O=C1C(Cl)=C(N2CCOCC2)C(=O)N1CCc1ccccc1	-1.9%	1.3%	i	0.0	16.6%	-3.3%	3.0	-6.1%	/	Spn PMK inh pilot replicates=2.5;Spn MK inh pilot replicates=0.5;DPM-DC inhibit pilot screen %=1.0
Cc1cc(=O)oc2cc(OC(C)C(=O)O)c(Cl)cc12 (stereo not given)	/	-7.0%	+	19.0	8.6%	-11.3%	0.0	/	/
CC(C)COC(=O)C1C2C=CC3(CN(C(C)c4ccc(Br)cc4)C(=O)C13)O2 (stereo not given)	16.6%	-2.7%	i	6.0	14.5%	-6.8%	5.0	10.2%	0.1%	Spn PMK inh pilot replicates=3.0;Spn MK inh pilot replicates=0.5;DPM-DC inhibit pilot screen %=0.0
O=C(NCCN1CCN(c2ccccc2)CC1)c1cccn2c(=O)c3cc(Cl)ccc3nc12	-6.9%	1.7%	i	22.0	11.3%	3.3%	3.0	-2.5%	-7.7%
O=C(NCc1ccco1)c1cccc(-c2nnc(-c3ccccc3)o2)c1	30.2%	9.4%	i	1.0	5.4%	5.4%	4.0	12.0%	3.3%	Spn PMK inh pilot replicates=1.0;Spn MK inh pilot replicates=0.0;DPM-DC inhibit pilot screen %=0.0
O=S(CC(O)COCc1ccc(Cl)cc1)c1ccccn1 (stereo not given)	-15.7%	1.3%	i	5.0	5.4%	0.7%	6.0	-22.6%	2.4%	Spn PMK inh pilot replicates=1.0;Spn MK inh pilot replicates=0.0;DPM-DC inhibit pilot screen %=0.0
Cc1c(NC(=O)CC2CC(C)OC2=O)c(=O)n(-c2ccccc2)n1C (stereo not given)	/	/	i	11.0	/	1.7%	15.0	/	12.0%
CN(C(=O)COC(=O)c1nc(-c2ccccc2)n(-c2ccccc2)n1)C1CCS(=O)(=O)C1 (stereo not given)	-12.0%	-4.7%	i	11.0	8.9%	-2.1%	0.0	-12.7%	23.8%
O=C(CN1CCN(Cc2ccc3c(c2)OCO3)CC1)N1CCc2[nH]c3ccccc3c2C1	44.7%	-0.6%	i	7.0	3.8%	1.0%	3.0	40.4%	/
CCOC(=O)c1cnn(-c2nc(CC)nc3sc4c(c23)CCC4)c1N	-1.9%	-1.0%	i	11.0	8.9%	3.6%	12.0	6.2%	9.6%
COc1ccc(OCC(=O)Nc2cccc(C(C)=O)c2)cc1	5.5%	1.2%	i	17.0	8.2%	8.4%	8.0	2.4%	-3.1%
CCc1cccc(CC)c1N(COC)C(=O)Cn1nnc2ccccc21	-2.1%	3.2%	i	1.0	0.8%	-2.7%	1.0	1.4%	-15.4%
CCn1c2ccccc2c2cc(C3C(C#N)=C(C)NC(C)=C3C#N)ccc21	7.6%	1.5%	/	7.0	6.2%	-3.0%	5.0	-2.6%	16.2%
Cc1nc2ccc(-n3ccc(=O)cc3)cc2s1	-24.2%	-3.5%	i	0.0	10.5%	-0.8%	4.0	-27.6%	/
Nc1cc(C(=O)O)ccc1N1CCCCCC1	-17.9%	-7.9%	i	8.0	6.8%	-0.7%	0.0	-8.3%	-0.1%
O=C(CSc1nnc(-c2ccccc2)n1-c1ccccc1)NCc1ccco1	10.0%	-10.4%	i	0.0	6.3%	/	7.0	-5.2%	/
CCOC(=O)C1CCN(C(=O)COC(=O)CCOc2ccc(C)cc2)CC1	8.8%	-8.7%	i	13.0	7.4%	8.5%	0.0	4.8%	11.2%
Brc1ccc2nc(CSc3ncn[nH]3)cn2c1	7.3%	3.4%	i	11.0	-19.3%	4.4%	7.0	-3.2%	1.2%
COc1ccc(-c2cc3nc(C)c(CCC(=O)N4CCCCC4)c(C)n3n2)c(OC)c1	-9.6%	-6.2%	i	40.0*	10.1%	/	0.0	-13.4%	/
FC(F)(F)C(F)(F)C(F)(F)c1nnc2ccc(N3CCOCC3)nn12	0.9%	-7.9%	i	12.0	13.8%	6.2%	0.0	-16.0%	12.0%	Spn PMK inh pilot replicates=0.0;Spn MK inh pilot replicates=6.0;DPM-DC inhibit pilot screen %=0.0
N#CC(C(=O)O)=C1CCCC1	-20.5%	-1.6%	i	11.0	6.1%	7.3%	8.0	-21.9%	/
N#Cc1ccc2ccn(CC(=O)NC3CCCCC3)c2c1	5.7%	-0.3%	i	7.0	5.1%	7.5%	0.0	5.7%	/
c1ccc(CCn2nnnc2C(c2cccs2)N2CCN(Cc3ccc4c(c3)OCO4)CC2)cc1 (stereo not given)	5.0%	-3.4%	i	7.0	7.1%	-3.3%	6.0	4.2%	3.7%
COc1ccc(C(=O)n2cnc(N)n2)cc1	6.1%	8.0%	i	16.0	-10.0%	1.5%	8.0	2.7%	-16.2%
N#Cc1c(NC(=O)COC(=O)C2CC3C=CC2C3)oc(-c2ccccc2)c1-c1ccccc1 (stereo not given)	2.2%	-1.3%	i	0.0	17.2%	6.0%	4.0	-0.6%	12.9%	Spn PMK inh pilot replicates=0.0;Spn MK inh pilot replicates=4.0;DPM-DC inhibit pilot screen %=5.0
CC(C)CCN1C(=O)c2ccc(C(=O)NCc3ccco3)cc2C1=O	4.3%	-12.2%	i	4.0	5.8%	-0.2%	5.0	-0.8%	-11.3%
COc1ccc(N2CCN(C(=O)Cc3ccc(-n4c(=O)[nH]c5ccccc5c4=O)cc3)CC2)cc1	8.9%	-3.8%	i	9.0	16.4%	-6.9%	5.0	11.9%	11.5%	Spn PMK inh pilot replicates=3.0;Spn MK inh pilot replicates=1.0;DPM-DC inhibit pilot screen %=0.0
COc1ccc(Nc2nc(N3CCCCC3)nc(N3CCCCC3)n2)c(OC)c1	-23.3%	4.3%	i	2.0	16.3%	-1.8%	6.0	-15.6%	/
CCn1c(=NC(=O)CSC(C)=O)sc2cc(F)ccc21	-9.8%	-2.0%	i	1.0	6.6%	/	6.0	-4.2%	5.9%
CC(=O)Nc1ccc(NC2(C)C(=O)c3ccccc3C2=O)cc1	-1.8%	-2.9%	i	5.0	4.6%	-4.8%	5.0	-3.1%	/
COc1cccc(C(=O)NC2CCN(C(=O)N3CCCCC3)CC2)c1	-13.5%	0.2%	i	13.0	8.4%	-1.3%	4.0	-20.3%	11.9%
COc1ccc(N2C3=[N+](CCCC3)CC2(C)O)cc1 (stereo not given)	5.1%	-1.8%	i	1.0	2.4%	2.5%	6.0	-0.8%	-3.0%
O=C(c1cccc(S(=O)(=O)N2CCCCC2)c1)N1CCOCC1	-0.8%	-1.1%	i	6.0	11.4%	22.8%	4.0	-4.9%	-6.7%
CCOC(=O)C1Cn2c(nc3c(c2=O)C2(CCCC2)Cc2ccccc2-3)S1 (stereo not given)	-4.4%	-2.4%	i	8.0	12.4%	-7.0%	6.0	17.9%	/
CCN(CCNC(=O)C1CCN(S(=O)(=O)c2cccc3cccnc23)CC1)c1ccccc1	-8.3%	-3.9%	i	3.0	16.5%	-2.4%	4.0	-14.6%	/	Spn PMK inh pilot replicates=1.5;Spn MK inh pilot replicates=4.0;DPM-DC inhibit pilot screen %=1.5
CCC1C(C#N)=C(SC)NC2=C1C(=O)CC(C)(C)C2 (stereo not given)	-18.6%	-9.8%	i	0.0	14.4%	-5.8%	9.0	-17.5%	9.0%
CC1CCCCN1CCn1c(=S)[nH]c2ncccc2c1=O (stereo not given)	0.1%	3.4%	i	8.0	8.6%	33.2%	8.0	2.6%	11.2%
